High-throughput results deposited in PubChem by several laboratories.
HIF-2a inh: blocks HIF-2a reporter activity | 360,000 tested, 0.72% active | inhibition, % at 18.8 µM | 786-0 RCC cells HIF-2a reporter, luciferase luminescence, overnight;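 active means inhibition of the luminescence signal of 40% or more relative to plate controls, in a single-dose primary screen at 18.75 µM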
PDI inh: inhibitors of human protein disulfide isomerase | P07237 | PDI insulin aggregation turbidity, A650, 90 min | inhibition, % at 10 µM | 350,000 tested, 0.052% active | AID 588391;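 active means mean inhibition across replicates of 30% or more, whatever share of single replicates reach that level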;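 further: absorbance from insulin aggregation driven by PDI reduction with DTT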
Target sequence (P07237 whole entry, looked up): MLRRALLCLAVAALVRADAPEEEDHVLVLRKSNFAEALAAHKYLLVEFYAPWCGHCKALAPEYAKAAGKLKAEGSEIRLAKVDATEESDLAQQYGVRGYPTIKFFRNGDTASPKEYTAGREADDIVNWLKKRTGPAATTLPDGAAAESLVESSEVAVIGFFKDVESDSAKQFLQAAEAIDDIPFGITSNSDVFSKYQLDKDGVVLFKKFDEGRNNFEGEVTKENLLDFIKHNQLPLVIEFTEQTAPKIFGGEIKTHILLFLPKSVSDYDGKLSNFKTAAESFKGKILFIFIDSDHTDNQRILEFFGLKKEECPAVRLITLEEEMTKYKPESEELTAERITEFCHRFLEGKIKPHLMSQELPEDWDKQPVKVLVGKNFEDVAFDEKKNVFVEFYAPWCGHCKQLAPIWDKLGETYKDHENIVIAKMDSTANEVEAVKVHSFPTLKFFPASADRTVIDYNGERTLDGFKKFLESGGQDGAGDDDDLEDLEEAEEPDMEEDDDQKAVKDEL
NR2E3 ag-1: activates human photoreceptor nuclear receptor NR2E3 | GST-NR2E3/biotin-RetCOR TR-FRET, 1536-well | inhibition of corepressor binding, % at 4.78 µM | 320,000 tested, 0.12% active | AID 2300;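 active means percent inhibition above the cutoff of mean plus 3 SD of all tested compounds, set per screening campaign, cut at about 20% in these data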;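 further: 0% = DMSO wells and 100% = biotin wells as full block of FRET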
Target sequence (Q9Y5X4 whole entry, looked up): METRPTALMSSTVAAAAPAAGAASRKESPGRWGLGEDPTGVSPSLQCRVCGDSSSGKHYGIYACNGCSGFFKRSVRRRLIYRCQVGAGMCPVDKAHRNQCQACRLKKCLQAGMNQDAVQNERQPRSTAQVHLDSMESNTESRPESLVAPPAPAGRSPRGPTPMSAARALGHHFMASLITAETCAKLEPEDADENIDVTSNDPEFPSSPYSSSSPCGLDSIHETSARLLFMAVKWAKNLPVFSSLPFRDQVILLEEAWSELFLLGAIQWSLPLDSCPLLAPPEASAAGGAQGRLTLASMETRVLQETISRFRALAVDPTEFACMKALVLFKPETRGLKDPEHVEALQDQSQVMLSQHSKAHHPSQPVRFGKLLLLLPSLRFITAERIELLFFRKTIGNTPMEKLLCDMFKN
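Test system – NR2E3–RetCOR corepressor complex · Quantity – NR2E3 fusion 1.35 nM · Buffer or medium – Tris pH 7.5 · Incubation – Compound–protein incubation for 5 h at 4 °C · Technique – TR-FRET, Eu(K)-anti-GST donor, streptavidin-D2 acceptor, ex 340, em 617/671 nm · Evaluation – percent inhibition of 671/617 nm emission ratio versus biotin and DMSO controls · Plate – 1536-well format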
Peg3 prom inh: inhibitors of Peg3 promoter. HeLa PEG-Prom luciferase reporter, luminescence, overnight. inhibition, % at 20 µM. 360,000 tested, 1.7% active. AID 588405;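 active means inhibition of at least 50% at 20 µM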
NR2E3 ag-2: human photoreceptor-specific nuclear receptor agonism; Q9Y5X4; AID 602229; 360,000 tested, 0.35% active; inhibition of corepressor binding, % at 3.98 µM; CHO-S Gal4-NCOR/VP16-NR2E3 two-hybrid, luciferase;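 active means inhibition above the mean of all tested compounds plus 3 SD, cut at about 70% in these data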;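 further: 0% = DMSO with NR2E3 transfected cells and 100% = cells lacking NR2E3 construct; higher means lower luciferase signal from less NR2E3 corepressor binding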
Vif inh: HIV Vif inhibition. AID 602346. HEK293T cells, Vif self-association by quenched fluorescence, imaging, 24 h. 340,000 tested, 0.35% active. inhibition, % at 7.49 µM; in the data active means inhibition above about 50%, passing the limit was not always enough; further: some results filed as inactive read as strong as hits
CF NFkB inh: inhibitors of cystic fibrosis induced NF-kB; KKLEB NF-kB-GFP reporter, PAF-induced, GFP fluorescence overnight; inhibition, % at 5 µM; 360,000 tested, 0.86% active;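 active means at least 50% inhibition at 5 µM, scaled per plate between neutral and stimulator controls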;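 further: PAF is a Pseudomonas aeruginosa culture filtrate used as stimulus; plate controls were PAF-stimulated DMSO wells for no effect and unstimulated DMSO wells for full effect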
KKLEB cytotox: CF airway cell cytotoxicity counter-screen; KKLEB CF airway cells viability, ATPlite luminescence, overnight; active compounds read low; cells stimulated with P. aeruginosa culture filtrate; activity change (cytotoxicity), % at 5 µM; 360,000 tested, 0.36% active;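 active means corrected activity change at or below -50% at 5 µM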
TRPM1 prom inh: MITF TRPM1 promoter inhibition in SK-MEL-5 cells. SK-MEL-5 TRPM1 promoter luciferase, 24 h. inhibition, % at 12.5 µM. 330,000 tested, 0.83% active. AID 488899;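 active means mean inhibition across replicates of 60% or more, whatever share of single replicates reaches that level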; further: values of inactives mirror those of a sister screen read the other way
Shn3 3UTR inh: Schnurri-3 reporter inhibition in Clone20 osteoblasts; Clone20 osteoblast Shn3 3'UTR firefly luciferase, 24 h; inhibition, % at 12.5 µM; 360,000 tested, 0.52% active; AID 588674;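 active means mean inhibition of at least 75% with every replicate also reaching 75%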;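 further: 0% = median of neutral control wells and 100% = pilot-screen positive control compound; some compounds past the cut are filed as inactive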
CaV13 ICDI inh: Primary screen for inhibitors of IQ motif and Ca2+-dependent inactivation inhibitor domain binding in CACNA1D, Förster resonance energy transfer in living cells, … | 340,000 tested, 0.098% active | AID 743397 | HEK cells, CFP/YFP FRET ICDI-IQ, plate reader, 10 min; percent FRET-ratio fall versus neutral wells | inhibition, % at 12.3 µM;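 active means mean replicate inhibition of at least 30% and at least 1% of replicates passing that level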;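 further: 0% = median of the neutral control wells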
Active calls of the source: *; · = no result given.

entry | canonical_smiles | HIF-2a inh | PDI inh | NR2E3 ag-1 | Peg3 prom inh | NR2E3 ag-2 | Vif inh
1 | CC(C)Cc1nnc(NC(=O)CCC(=O)NC2CCCc3ccccc32)s1 (configuration not stated) | -21 | -22 | 0 | 5 | -8 | -1
2 | O=C(CN1C(=O)NC2(CCCC2)C1=O)N1CCN(c2ccccc2Cl)CC1 | -80 | -2 | -2 | -74 | -40 | -8
3 | COc1ccc(CN2CCOCC2)c(C)c1C | -10 | 1 | 2 | -1 | -32 | 2
4 | O=C(COC(=O)CCCN1C(=O)c2cccc3cccc(c23)C1=O)Nc1cccc(Br)c1 | 11 | -6 | 0 | -107 | -25 | 0
5 | CCOC(=O)C(C)On1c(-c2ccccc2)nc2ccc([N+](=O)[O-])cc21 (configuration not stated) | -285 | 3 | 1 | -287 | -124 | 7
6 | O=S(=O)(c1ccccc1)C1(S(=O)(=O)c2ccccc2)CCCC1 | 12 | -3 | -1 | -5 | -10 | 8
7 | CC1(C)Cc2ccccc2-c2n[nH]c(=S)n21 | -11 | -9 | 7 | -3 | -2 | -6
8 | O=C(CCC(=O)Nc1ccc(F)cc1)N/N=C/c1ccc(O)cc1O | 9 | 14 | -3 | -19 | -15 | 34
9 | CCOC(=O)c1c(C)[nH]c(C(=O)OCC(=O)Nc2ccc(Cl)cn2)c1C | 5 | 9 | 0 | -3 | 23 | 11
10 | CCCCn1c(SCC(=O)Nc2nnc(CC)s2)nc2ccccc2c1=O | 8 | -8 | 4 | 14 | -8 | -2
11 | O=C(c1noc2c1CCCC2)N1CCC(CO)(Cc2ccccc2Cl)CC1 | 20 | 4 | 3 | 14 | 4 | 5
12 | O=C(O)COc1cccc(/C=C2/SC(=S)N(Cc3ccccc3)C2=O)c1 | 12 | -3 | 0 | 1 | 1 | -2
13 | Nc1ncc(S(=O)(=O)c2ccc(Cl)cc2)c(N)n1 | 10 | 0 | 2 | 5 | -8 | 3
14 | COC(=O)c1scc(S(=O)(=O)C(C)C)c1N/N=C(\C#N)C(=O)c1ccc(Cl)cc1 | 9 | -15 | 1 | 33 | 9 | -19
15 | O=C(NCCS(=O)(=O)c1ccc(Br)cc1)c1ccccc1Cl | -1 | 3 | -2 | 10 | 5 | 21

entry | CF NFkB inh | KKLEB cytotox | TRPM1 prom inh | Shn3 3UTR inh | CaV13 ICDI inh
1 | -14 | 0 | 10 | -4 | -3
2 | 24 | 2 | -44 | -20 | -14
3 | 8 | -7 | 6 | 4 | -8
4 | -17 | 10 | -1 | 24 | -2
5 | 9 | -5 | -102 | -40 | -5
6 | 6 | -4 | 9 | -41 | -7
7 | -2 | -2 | -6 | -21 | -9
8 | -15 | 0 | 8 | -11 | -5
9 | -4 | 4 | -4 | 13 | -3
10 | 6 | 10 | 4 | 14 | -5
11 | 19 | -14 | 9 | 5 | -5
12 | 4 | 0 | -7 | 2 | -2
13 | 11 | 0 | -2 | -25 | -18
14 | 21 | 6 | -17 | 6 | -5
15 | -1 | 11 | -12 | -20 | ·

Other records follow:
entry | canonical_smiles | HIF-2a inh | PDI inh | NR2E3 ag-1 | Peg3 prom inh | NR2E3 ag-2 | Vif inh
16 | CCOC(=O)C1CCCN(C(=O)C2CCC(CNS(=O)(=O)c3ccc(NC(C)=O)cc3)CC2)C1 (configuration not stated) | 9 | -13 | -2 | -1 | -19 | 2
17 | CCOc1ccc(COC(=O)C2CC(=O)N(CCc3ccccc3)C2)cc1OC (configuration not stated) | -1 | -6 | 0 | -17 | -13 | -5
18 | CN(C)S(=O)(=O)c1cccc(CSc2cccc[n+]2[O-])c1 | 15 | -3 | -1 | 12 | -4 | 3
19 | S=C(Nc1ccccc1Cl)N1CCC(c2ccccc2)C1 (configuration not stated) | -150 | -1 | -3 | -128 | -61 | -7
20 | N#CC1C(C#N)N2CCCN2C1c1ccc(Br)cc1 (configuration not stated) | 23 | 3 | 0 | 10 | 6 | -6
21 | Cc1cc(C)cc(NC(=O)CSc2nc3c(c(=O)[nH]2)CN(Cc2ccc(F)cc2)CC3)c1 | 10 | -7 | 2 | 23 | -3 | -13
22 | Nc1nc(SCc2ccc(Cl)cc2Cl)nc2nc3c(cc12)CCCC3 | 17 | -4 | -2 | 43 | -3 | -3
23 | C=CCn1c(=O)c(C(=O)NC2CC2)c(O)c2cc(OC)c(OC)cc21 | -10 | -4 | -1 | 4 | 8 | -6
24 | O=C1C=C(NCc2ccc(Cl)c(Cl)c2)C2(CCCCC2)O1 | 24 | -9 | 3 | 12 | -12 | 4
25 | CCOC(=O)C1CCN(CC(O)COCc2ccc(Cl)cc2)CC1 (configuration not stated) | 7 | 8 | 1 | -11 | 13 | 16
26 | Cc1cc(C)c2c(=O)[nH]c(SCC(=O)Nc3ccc(Br)cc3)nc2n1 | -3 | -12 | 3 | 17 | -4 | 2
27 | CC(C)Cn1c(-c2cccs2)nc2nc3ccccc3nc21 | 1 | 9 | -2 | 22 | -13 | 4
28 | COC(Cc1nnc(SC)n1-c1ccccc1)OC | 5 | -3 | -1 | 27 | 21 | -1
29 | O=C(CSc1ncc(-c2ccc(F)cc2)[nH]1)N1CCCCC1 | -145 | 4 | 0 | -121 | -58 | ·
30 | Cc1ccc(CC(=O)Nc2ccc(S(=O)(=O)Nc3nccc(C)n3)cc2)cc1 | 16 | 0 | -1 | 6 | 25 | 0

entry | CF NFkB inh | KKLEB cytotox | TRPM1 prom inh | Shn3 3UTR inh | CaV13 ICDI inh
16 | -4 | -1 | 1 | -16 | ·
17 | 16 | 12 | 3 | 7 | -6
18 | 5 | 0 | 17 | 18 | -5
19 | -12 | -3 | -41 | -62 | -3
20 | -3 | 2 | 6 | 4 | -20
21 | 21 | -7 | 9 | 8 | -5
22 | 33 | -31 | 5 | 31 | -5
23 | -32 | 5 | -7 | -3 | -7
24 | 4 | -3 | -5 | 5 | -4
25 | 9 | 13 | 3 | 17 | -17
26 | -19 | -5 | 9 | -4 | -3
27 | -7 | -6 | 18 | 18 | ·
28 | -5 | -2 | 14 | -37 | -6
29 | 9 | 0 | -26 | -14 | -9
30 | -3 | 2 | -2 | -8 | 6

The closing 4 entries of the section above come first, to join the parts:
entry | canonical_smiles | HIF-2a inh | PDI inh | NR2E3 ag-1 | Peg3 prom inh | NR2E3 ag-2 | Vif inh
27 | CC(C)Cn1c(-c2cccs2)nc2nc3ccccc3nc21 | 1 | 9 | -2 | 22 | -13 | 4
28 | COC(Cc1nnc(SC)n1-c1ccccc1)OC | 5 | -3 | -1 | 27 | 21 | -1
29 | O=C(CSc1ncc(-c2ccc(F)cc2)[nH]1)N1CCCCC1 | -145 | 4 | 0 | -121 | -58 | ·
30 | Cc1ccc(CC(=O)Nc2ccc(S(=O)(=O)Nc3nccc(C)n3)cc2)cc1 | 16 | 0 | -1 | 6 | 25 | 0
31 | O=C(Cn1cc(C(F)(F)F)ccc1=O)Nc1cccc(S(=O)(=O)N2CCOCC2)c1 | 5 | -17 | 3 | -15 | 15 | 2
32 | CCCCCCn1c(=O)n2n(c1=O)[C@@H]1CN(S(=O)(=O)c3ccc(C)cc3)C[C@]1(O)[C@@H](OC(=O)NCC1CCCCC1)C2 | 0 | 6 | · | 13 | -9 | -8
33 | CC(=O)c1cccc(-c2ccc3c(c2)C(C)(Cc2ccccc2F)C(=O)N3)c1 (configuration not stated) | 16 | -3 | · | 30 | 23 | -26
34 | COc1ccc(CC(=O)NCCS(=O)(=O)N2CCN(c3ccccc3)CC2)cc1 | 4 | -1 | -1 | 9 | -21 | -2
35 | COc1ccc(NC(=O)C(CC(=O)O)Cc2ccc(C)cc2)cc1 (configuration not stated) | 15 | 3 | 0 | 11 | 17 | 13
36 | Cc1nc(C(Cl)(Cl)Cl)nc2[nH]ccc(=O)c12 | -4 | -7 | -5 | 2 | -4 | -2
37 | COc1ccc(/C=N/NC(=O)c2ccc(N(C)S(=O)(=O)c3ccccc3)cc2)cc1 | 15 | -4 | -3 | -1 | 18 | 13
38 | COc1ccc(NC(=S)N2CCC(N(C)CCN3CCOCC3)CC2)cc1Cl | 3 | 4 | 0 | -1 | -15 | -1
39 | Cc1cc2c(SCc3ccccc3Cl)nc(N)nc2nc1C | 17 | 9 | · | 20 | 4 | 2
40 | COc1ccccc1N1C(=O)S/C(=C\c2cccs2)C1=O | -26 | -5 | 1 | -12 | -20 | -5
41 | Nc1cc(=O)[nH]c(SCC(=O)Nc2ccc(S(=O)(=O)N3CCOCC3)cc2)n1 | -6 | 9 | 2 | 11 | 3 | -7
42 | Cc1ccc(S(=O)(=O)N2CCCOC2CNC(=O)C(=O)NCc2ccc3c(c2)OCO3)cc1 (configuration not stated) | 7 | 2 | 6 | 4 | -2 | -20
43 | Cc1cc(/C=N/NC(=O)c2cccnc2)c(C)n1CC(C)C | -137 | -3 | 3 | -166 | -32 | 7
44 | Cc1nnc(SCC(=O)NCC2COc3ccccc3O2)s1 (configuration not stated) | 8 | 14 | 1 | 7 | -35 | 2
45 | Cc1ccc(S(=O)(=O)N2CCN(C(=O)CCC(=O)Nc3ccc(Br)c(C)c3)CC2)cc1 | 17 | 9 | · | 15 | 4 | -10
46 | Cc1ccc2c(COC(=O)c3n[nH]c4ccccc34)cc(=O)oc2c1 | -294 | 5 | -6 | -297 | -92 | -5
47 | COc1cc(C(C)=O)ccc1OCC(=O)NC(=O)Nc1ccc(C)cc1C | 7 | 6 | · | -1 | -12 | 25

entry | CF NFkB inh | KKLEB cytotox | TRPM1 prom inh | Shn3 3UTR inh | CaV13 ICDI inh
27 | -7 | -6 | 18 | 18 | ·
28 | -5 | -2 | 14 | -37 | -6
29 | 9 | 0 | -26 | -14 | -9
30 | -3 | 2 | -2 | -8 | 6
31 | 3 | -10 | 13 | 11 | -18
32 | -2 | 10 | · | 17 | -10
33 | -9 | -10 | · | 65 | -1
34 | -14 | -16 | 8 | -4 | -6
35 | -6 | 10 | 2 | 8 | -2
36 | -11 | -13 | 9 | 23 | 5
37 | 20 | -4 | 10 | 0 | -5
38 | -2 | 2 | 1 | 6 | -6
39 | 34 | -11 | 21 | 25 | -6
40 | -10 | 1 | 8 | 1 | 0
41 | 4 | -4 | -8 | 14 | -8
42 | 13 | 7 | -6 | -1 | -3
43 | 1 | -5 | -35 | -38 | -4
44 | -2 | 2 | -6 | 4 | -6
45 | 12 | -4 | -3 | 14 | -2
46 | -17 | 3 | -57 | -71 | -3
47 | 10 | -27 | -3 | -6 | -5
